ADAM10 inh = ADAM10 inhibition, QFRET primary screen; inhibition, % at 7 µM; hit rate 0.62% among 370,000; O14672; recombinant ADAM10, EDANS/DABCYL FRET peptide cleavage, 3 h;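 active = inhibition above a per-campaign cutoff equal to the mean of compounds falling between control-based bounds plus 3 SD, cut at about 20% in these data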;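 note: 0% = DMSO wells while the 100% control is not disclosed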
Target sequence (O14672 214-748 limits assumed): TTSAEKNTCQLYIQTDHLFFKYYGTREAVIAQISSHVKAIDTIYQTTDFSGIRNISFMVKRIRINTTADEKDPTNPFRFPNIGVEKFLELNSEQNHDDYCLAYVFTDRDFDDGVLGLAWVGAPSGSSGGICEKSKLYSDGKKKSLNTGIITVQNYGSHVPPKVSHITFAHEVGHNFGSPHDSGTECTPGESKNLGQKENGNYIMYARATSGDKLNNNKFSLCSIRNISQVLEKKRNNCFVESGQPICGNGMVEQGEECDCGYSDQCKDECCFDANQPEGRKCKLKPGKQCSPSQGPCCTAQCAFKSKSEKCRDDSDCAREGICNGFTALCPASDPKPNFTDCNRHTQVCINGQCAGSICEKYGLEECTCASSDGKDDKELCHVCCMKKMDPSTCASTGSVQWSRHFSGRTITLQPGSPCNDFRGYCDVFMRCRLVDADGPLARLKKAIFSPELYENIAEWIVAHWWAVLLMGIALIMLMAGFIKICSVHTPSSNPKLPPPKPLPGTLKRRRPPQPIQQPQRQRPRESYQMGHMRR
NPR1 activator = GC-A (human) enzyme activation | P16066 | hit rate 0.14% among 370,000 | HEK293 GC-A cells, cGMP TR-FRET, EC30 ANP; 0% at EC30 ANP, 100% saturating ANP | activation, % at 10 µM; in the data active = activation above about 40%
SMARCA2 act = activators of SMARCA2 function | AID 652017 | activation, % at 9.1 µM | MG213 cells, MMTV-luciferase reporter, dexamethasone, overnight | hit rate 1% among 370,000; in the data active = activation above about 7.8%;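 note: 0% = vehicle wells and 100% = reference activator wells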
DAX1 inh-1 = blocks DAX1 repression of SF-1 activated StAR promoter. HEK293T StAR-luciferase reporter, SF-1/DAX-1 repression relief. inhibition, % at 6.8 µM. hit rate 1.1% among 370,000. AID 652010;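 active = inhibition above the mean over all tested compounds plus 3 SD, cut at about 3.6% in these data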;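 note: 0% = DAX-1 cells with DMSO and 100% = cells lacking DAX-1 with DMSO; higher inhibition means more luminescence from relief of DAX-1 repression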
ssDAF-12 act = activates DAF-12 receptor from parasite S. stercoralis; hit rate 1% among 370,000; HEK293 ssDAF-12/GRIP1 lit1-tk-luc reporter, luminescence; % of 3 µM dafachronic acid response; activation, % at 6.8 µM;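 active = activation above the mean over all tested compounds plus 3 SD, cut at about 0.9% in these data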;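 note: 0% = DMSO-only wells and 100% = 3 µM delta7-dafachronic acid wells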
hgDAF12 agonist = activates the H. glycines DAF-12 receptor ligand-binding domain; hit rate 1.8% among 370,000; HEK293 GAL4-hgDAF12 UAS-luciferase reporter, agonist luminescence; normalized to butyrate control; AID 687014; activation, % at 6.8 µM;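 active = activation above a cutoff set at the mean of all screened compounds plus 3 SD, cut at about 10% in these data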;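 note: 0% = DMSO wells and 100% = sodium butyrate wells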
sPLA2-III inh = Blocks human group III sPLA2 activity; Q9NZ20; QFRET BODIPY PC-A2 liposome hydrolysis, fluorescence; inhibition, % at 12.2 µM; hit rate 0.56% among 370,000; AID 743126;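 active = inhibition above mean plus 3 SD of compounds lying within the high and low control bounds, cut at about 19% in these data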;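 note: 0% = median of test compound wells and 100% = no enzyme DMSO wells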
GC-B act = GC-B (human) receptor activation. activation, % at 10 µM. P20594. HEK293-GC-B cells, CNP EC30, cGMP TR-FRET; 0% at EC30 CNP, 100% saturating CNP. hit rate 0.11% among 370,000;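 active = activation at 10 µM reaching about 35% in either raw or pattern-adjusted values, limit read from the data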
FXN GAA850 act = increases GAA850 frataxin promoter reporter activity | AID 540364 | activation, % at 6 µM | HEK293 lucGAA850 FXN promoter luciferase reporter, 24 h; percent of 10 µM SAHA response | hit rate 0.56% among 360,000;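 active = activation above the average of all compounds screened plus 3 SD, cutoff fixed separately per campaign, cut at about 7.5% in these data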;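 note: 0% = DMSO wells and 100% = 10 µM SAHA wells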
hcDAF12 agonist = activates DAF-12 receptor from parasite H. contortus | hit rate 1.4% among 370,000 | HEK293 hcDAF-12 lit1-tk-luc reporter, luminescence; 0% DMSO, 100% Δ7-dafachronic acid | activation, % at 6.8 µM;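 active = activation above the mean of all tested compounds plus 3 SD, cut at about 5.5% in these data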;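 note: 100% = response to 3 µM Δ7-dafachronic acid high control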
DAX1 inh-2 = NR0B1 (DAX1) inhibition | HEK293 Gal4-DAX1 luciferase reporter, luminescence | inhibition, % at 6.75 µM | hit rate 0.99% among 340,000 | AID 504766;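 active = inhibition above the mean over all tested compounds plus 3 SD, cut at about 4.2% in these data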;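 note: 0% = DAX1-transfected cells with DMSO and 100% = empty-vector control cells with DMSO; inhibition shows as a rise in luminescence from relieved DAX1 repression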
* marks the source's active call; other numbers are inactive results; / = not tested or not shown; & = joins results of further samples.

SMILES	ADAM10 inh	NPR1 activator	SMARCA2 act	DAX1 inh-1	ssDAF-12 act	hgDAF12 agonist	sPLA2-III inh	GC-B act	FXN GAA850 act	hcDAF12 agonist	DAX1 inh-2
Cc1ccccc1-n1c(O)c(C(c2ccncc2)c2c(O)n(-c3ccccc3C)c(=O)[nH]c2=O)c(=O)[nH]c1=O	-6.6&-10.2	1.8&3.4	-2.8&-4.5	-0.2&-0.2	-1.9&-0.9	3.4&-0.8	1.0&5.9	-3.7&2.8	0.7&-0.5	-0.3&0.6	-0.7
CN1C[C@H]2CON(C)[C@H]2C[C@H]1c1cccc(Br)c1	-7.1	-1.9	-2.7	1.3	-0.8	-2.8	7.4	-1.7	0.4	-1.1	-0.1
Cc1ccc(N2C(=O)NC(=O)/C(=C/c3cnn(-c4ccc(C)cc4)c3)C2=O)cc1	4.5	56.6*	2.7	1.7	-1.0	4.1	-7.3	10.5	0.1	3.1	-0.3
Clc1ccc(CSC(Cn2ccnc2)c2ccc(Cl)cc2Cl)cc1 (stereo not drawn)	-3.0	-15.2	-2.2	0.7	-0.2	-0.2	-13.1	-13.7	-2.0	-2.1	0.0
CC(C)(C)N1C(=O)NC(=O)/C(=C\c2ccc3c(c2)CCN3CCCCl)C1=O	-7.7	0.9	-2.0	-0.6	-0.6	2.5	-8.9	-0.9	1.6	-0.3	1.4
Cc1cc(C)c(Cn2c(C(=O)O)c(C=O)c3ccccc32)c(C)c1	-1.9	-0.6	4.2	0.2	-0.9	-0.7	-11.5	0.5	0.7	0.2	0.5
O=[N+]([O-])c1ccc(N2CCOCC2)c2c1no[n+]2[O-]	-0.1	-8.5	-11.1	-7.0	-3.7	-21.4	15.8	-8.9	-14.3	-8.7	-5.9
CCNC(=O)N1Cc2ccccc2-n2nncc2C1	-13.1	-0.7	2.3	0.8	-1.0	2.5	4.0	-1.5	-0.6	-1.2	0.9
Cc1cccc(CCNCc2cc3cccc(C)c3[nH]c2=O)c1	-14.0	-5.9	-1.2	-0.2	-0.7	-2.1	-2.8	-4.6	-1.0	0.1	-0.1
C[C@]12CC[C@H](O)C[C@H]1CC[C@@H]1[C@@H]2CC[C@]2(C)[C@@H](C3=CC(=O)OC3)CC[C@]12O	-3.7	1.4	-11.6	-7.7	-3.1	-15.1	-1.2	5.4	-13.5	-5.7	-5.2
OC1CN2CCC(O)C2C(O)C1O (stereo not drawn)	-7.5	0.7	1.0	-0.7	-1.4	-0.7	-0.1	1.9	/	4.3	/
NC(=O)CN1CC(c2ccccc2)CC1=O (stereo not drawn)	-9.2	-4.2	2.0	0.3	-1.1	2.1	-2.1	-5.2	-0.1	3.0	1.7
Cc1ncc2n1-c1ccc(Cl)cc1C(c1ccccc1F)=NC2	-17.2	-2.0	-6.2	0.3	-1.3	-3.8	6.7	-4.2	1.5	-2.8	2.9
COC(=O)C1=C(c2ccc(F)cc2OCc2ccccc2)C[C@@H]2CC[C@H]1N2C(=O)NCc1ccc2[nH]ccc2c1	12.0	-4.3	-0.9	-0.9	-1.6	-0.7	-19.4	-1.0	-4.1	-1.6	-0.3
Cc1nn(C2CCOC(C)(C)C2)c2c1C(c1ccc(OC(C)C)cc1)SCC(=O)N2 (stereo not drawn)	12.6	3.5	-3.1	-0.5	-0.6	-1.1	-17.3	-2.2	-2.2	0.6	-1.1

Three compounds out of the list, sorted by SMILES length, high to low.
SMILES	ADAM10 inh	NPR1 activator	SMARCA2 act	DAX1 inh-1	ssDAF-12 act	hgDAF12 agonist	sPLA2-III inh	GC-B act	FXN GAA850 act	hcDAF12 agonist	DAX1 inh-2
Cc1ccc(N2C(=O)NC(=O)/C(=C/c3cnn(-c4ccc(C)cc4)c3)C2=O)cc1	4.5	56.6*	2.7	1.7	-1.0	4.1	-7.3	10.5	0.1	3.1	-0.3
CN1C[C@H]2CON(C)[C@H]2C[C@H]1c1cccc(Br)c1	-7.1	-1.9	-2.7	1.3	-0.8	-2.8	7.4	-1.7	0.4	-1.1	-0.1
CCNC(=O)N1Cc2ccccc2-n2nncc2C1	-13.1	-0.7	2.3	0.8	-1.0	2.5	4.0	-1.5	-0.6	-1.2	0.9

Record cards, from the list above.
Record of COC(=O)C1=C(c2ccc(F)cc2OCc2ccccc2)C[C@@H]2CC[C@H]1N2C(=O)NCc1ccc2[nH]ccc2c1 = ADAM10 inh: 12.0; NPR1 activator: -4.3; SMARCA2 act: -0.9; DAX1 inh-1: -0.9; ssDAF-12 act: -1.6; hgDAF12 agonist: -0.7; sPLA2-III inh: -19.4; GC-B act: -1.0; FXN GAA850 act: -4.1; hcDAF12 agonist: -1.6; DAX1 inh-2: -0.3
Record of NC(=O)CN1CC(c2ccccc2)CC1=O (stereo not drawn) = ADAM10 inh: -9.2; NPR1 activator: -4.2; SMARCA2 act: 2.0; DAX1 inh-1: 0.3; ssDAF-12 act: -1.1; hgDAF12 agonist: 2.1; sPLA2-III inh: -2.1; GC-B act: -5.2; FXN GAA850 act: -0.1; hcDAF12 agonist: 3.0; DAX1 inh-2: 1.7

Next section:
SMILES	ADAM10 inh	NPR1 activator	SMARCA2 act	DAX1 inh-1	ssDAF-12 act	hgDAF12 agonist	sPLA2-III inh	GC-B act	FXN GAA850 act	hcDAF12 agonist	DAX1 inh-2
O=C(NC(=O)c1c(F)cccc1F)Nc1cc(Cl)c(F)c(Cl)c1F	-4.6	-0.5	-1.2	0.0	-0.1	2.2	7.0	7.2	3.6	-0.2	0.9
CC(=O)C1C2c3ccccc3OC1(C)N=c1s/c(=C/c3cnn(C)c3)c(=O)n12 (stereo not drawn)	3.3	0.8	0.4	-0.1	-1.4	0.1	0.0	6.0	-3.3	-1.8	-0.8
O=P1(c2ccccc2)Nc2ccccc2N1c1ccccc1 (stereo not drawn)	-88.2	-3.0	0.4	-1.4	-1.3	0.7	-0.5	-7.6	4.2	-0.1	-1.1
COc1ccc(C(=O)CN2CCCCC2)cc1	-9.4	/	-3.4	1.2	-0.7	-0.6	-0.1	/	0.9	0.9	2.2
N=C1c2ccccc2CN1NC(=O)c1ccc(Br)cc1	-20.6	-1.2	-1.2	0.4	-0.6	-2.0	5.5	-2.5	-2.5	3.5	-0.5
CC/C(=N\NC(N)=O)c1c(O)[nH]c(=O)[nH]c1=O	-6.4	1.7	-4.4	-0.3	-1.7	-2.4	15.8	9.5	1.1	-0.2	-1.9

An excerpt; the hit share may differ from the screen's.
